RMI-FANCM inh = RMI-FANCM interaction inhibition. Fluorescence polarization, RMI core complex with F-MM2 peptide; stronger effect = lower value. FP signal (polarization) at 33 µM. 0.58% of 70,000 active; in the data active = FP signal below about 40; note: inactives centre near 61; strong numbers were not always called active; unit not given here
Numbers without * were called inactive; & = joins results of further samples. These rows are one share of the data; count on the stated rates, not on these rows.

RMI-FANCM inh	SMILES
61	CC(=O)Oc1c(I)c(=O)n(C)c2ccccc12
70	CC(=O)Nc1ccc(C(=O)NCCNC(=O)C(C)Oc2ccc(Cl)cc2Cl)cc1 (stereo unspecified)
67	Cc1cc(NC(=O)c2cc3ccccc3o2)n(-c2nc3ccccc3s2)n1
71	Cn1ccc(C(=O)Nc2nnc(-c3ccccc3Cl)o2)n1
67	Cc1cc(NC(=O)c2ccc(C(C)(C)C)cc2)n(C)n1
71	Fc1ccc(-c2cc3c(SCc4cccc(Br)c4)nccn3n2)cc1
55	COc1c(Cl)cc(Cl)c(OC)c1C(=O)O
53	O=C(NCC1COC2(CCCC2)O1)C(=O)Nc1cccc(Cl)c1 (stereo unspecified)
66	CCOC(=O)C1=C(C)NC(=O)NC1c1ccc(-c2cc(C(F)(F)F)cc(C(F)(F)F)c2)o1 (stereo unspecified)
65	Cc1cc(Nc2cccc(C(=O)O)c2)c2ccc(C(F)(F)F)cc2n1
62	COc1cn(C)c(C(=O)Nc2cccc(Cl)c2C)cc1=O
66&54&62	CCC1(C)CC(=O)NC1=O (stereo unspecified)
64	COc1ccc(-c2ccnc(SC)n2)cc1
63	Cc1ccc(NC(=O)c2csc(Nc3ccc(S(C)(=O)=O)cc3)n2)cc1F
57	COc1ccc(/C(C)=N\OC(=O)c2c(-c3ccccc3Cl)noc2C)cc1CSc1ccccn1
75	COc1ccc2nc(-n3nc(C)cc3NC(=O)c3cccc(F)c3)sc2c1

Part of the list above in another layout.
Structure: Cc1cc(NC(=O)c2ccc(C(C)(C)C)cc2)n(C)n1
  RMI-FANCM inh: 67
Structure: Fc1ccc(-c2cc3c(SCc4cccc(Br)c4)nccn3n2)cc1
  RMI-FANCM inh: 71
Structure: COc1c(Cl)cc(Cl)c(OC)c1C(=O)O
  RMI-FANCM inh: 55
Structure: O=C(NCC1COC2(CCCC2)O1)C(=O)Nc1cccc(Cl)c1 (stereo unspecified)
  RMI-FANCM inh: 53

The list continues.
RMI-FANCM inh	SMILES
58	Oc1ccc(O)c(C2=NN3C(C2)c2ccccc2OC3c2ccncc2)c1 (stereo unspecified)
68	COc1cc(/C=C/C(=O)N2CCCCCC2)ccc1OCc1ccccc1
66	O=C(CSc1nc2ccccc2s1)N1CCCc2ccccc21
58	Cc1cccc(NC(=O)Nc2nc(C)c(C(=O)NCCC3=CCCCC3)s2)c1
57	Cc1noc(C)c1-n1sc(=O)n(-c2ccc(F)cc2)c1=O
60	CN1CCN(C(=O)c2ccc(-c3ccc(Br)cc3)o2)CC1
68	COc1ccc(CC(=O)NCc2ccsc2)cc1OC
57	CC(=O)OC(C)C1CCC2C3CC[C@H]4CC(=O)CCC4(C)C3CCC12C (stereo partly specified)
72	COc1ccc(-n2c(C)nc3ccc(NC(=O)c4cccc(Cl)c4)cc3c2=O)cc1
51	CCN1CCc2c(sc(NC(=O)c3ccc(S(=O)(=O)N4CCC(C)CC4)cc3)c2C(=O)OC)C1
55	O=C(C(Cc1ccc([N+](=O)[O-])cc1)N1C(=O)c2ccccc2C1=O)N1CCOCC1 (stereo unspecified)
55	O=c1c2ccccc2nnn1-c1ccc(Br)cc1
60	Nc1ccc2cn[nH]c2c1
57	O=C(CSc1cn(CC(=O)N2CCCCCC2)c2ccccc12)NCc1ccc2c(c1)OCO2
66	CCCOc1cc(S(=O)(=O)NCC2CCCO2)ccc1Cl (stereo unspecified)
134	Cc1ccc(NC(=O)Cn2cnc3c(sc4cccc(F)c43)c2=O)cc1F
58	OCn1nnn(-c2ccccc2)c1=S
55	CC1CCc2cc(F)ccc2N1C(=O)c1cc2cccnc2n(C)c1=O (stereo unspecified)
82	CCOC(=O)Cn1c(=NC(=O)Cc2cccc3ccccc23)sc2cc(S(N)(=O)=O)ccc21
61	COc1ccc(C)cc1NC(=O)c1c[nH]c(=O)n(-c2ccc(C)c(C)c2)c1=O
60	Cc1cc(C)cc(NC(=O)c2sccc2S(=O)(=O)N2CCN(c3ccccc3)CC2)c1
55	CC(C)(C)OC(=O)N1CCC(CNC(=O)Nc2ccc(F)cc2)CC1
58	O=C(CSc1nnc(-c2cccs2)o1)Nc1nc(-c2ccccc2)cs1
57	CCOC(=O)c1ccc2nc(N=CNO)sc2c1
67	CC(=O)Nc1cccc(NC(=O)CSc2nc(CC(=O)NCCc3ccccc3)cs2)c1
57	COc1ccc([N+](=O)[O-])cc1NC(=O)c1ccc(C(C)(C)C)cc1
66	COC(=O)c1ccc(NC(=O)CSc2ccc(N3CCOCC3)nn2)cc1
74	O=S(=O)(NCC1CCN(C2CCCC2)CC1)c1ccc(F)cc1F
59	CC(C)C12C=CC(C)(CC1)C1C(=O)N(c3ccccc3)C(=O)C12 (stereo unspecified)
53	CCCN1C(=O)C(C)(C)COc2ccc(NC(=O)c3c(F)cccc3Cl)cc21
67	O=C1CC(c2nc(-c3ccccc3F)no2)CN1c1cccc(Cl)c1 (stereo unspecified)
79	Cc1ccc(SCC(=O)N(Cc2cccnc2)c2nc3ccc(F)cc3s2)cc1
63	Fc1cccc(Cl)c1CSc1ccc(-c2ccncc2)nn1
53	O=C(NCCC1CCCCN1S(=O)(=O)c1ccc(Cl)cc1)C(=O)Nc1ccc(Cl)cc1 (stereo unspecified)
73	COc1ccc2nc(-c3ccc(C)c(NC(=O)c4cc(Cl)ccc4OC)c3)cn2n1
86	CCOc1ccc(-c2nc(CSc3nc(C)c(Cc4ccccc4)c(=O)[nH]3)c(C)o2)cc1
64	Cc1ncc2c(N)ncnc2n1
72	COc1ccc2nc(-c3ccc(NS(=O)(=O)c4ccccc4Cl)cc3)cn2n1
66	COc1ccc(C(=O)Nc2cc(C)nn2-c2nc3c(cnn3-c3ccc(C)c(C)c3)c(=O)[nH]2)cc1OC
63	COc1ccccc1C(=O)Nc1ccc(N2CCOCC2)cc1
61	Cn1c(C2CCCN(S(C)(=O)=O)C2)nn(Cc2ccc(Cl)cc2Cl)c1=O (stereo unspecified)
58	C=CCN/C(SCC(=O)c1cccc([N+](=O)[O-])c1)=C(\C#N)C(=O)OCC
56	CCC(=O)Nc1nc2c(C)cccc2s1
56	CCCS(=O)(=O)c1csc(C(=O)OC)c1NNC(=O)c1cc(Cl)cc(Cl)c1
80	CCOC(=O)c1cnc2cc(C(F)(F)F)ccc2c1N1CCC(C(=O)OC)CC1
65	O=S(=O)(c1ccc(Cl)s1)N1CCN(Cc2nc(-c3ccccc3)cs2)CC1
52	CCN(CC)C(=O)Cn1cc(C(=O)C(=O)Nc2ccccc2SC)c2ccccc21
62	COc1cc(NC(=O)C2Nc3cc(F)ccc3S(=O)(=O)N2)cc(OC)c1OC (stereo unspecified)
58	COC(=O)c1ccc(Nc2c(C#N)cnc3ccc(C)cc23)cc1
62	CNC(=S)Nc1ccccc1-n1cccc1
149	Cc1ccc(-n2cc(-c3ccc([N+](=O)[O-])cc3)nc2SCC(=O)c2ccccc2)c(C)c1
60	O=C(O)c1ccc(-c2nc3ccc(-c4ccc5nc(-c6ccc(C(=O)O)cc6)[nH]c5c4)cc3[nH]2)cc1
63	COc1ccc(N2CCN(CC(O)COc3ccc(C45CC6CC(CC(C6)C4)C5)cc3)CC2)cc1 (stereo unspecified)
36	CCCc1c(O)ccc2c(=O)cc(C(=O)OC)sc12
66	COc1ccc(Nc2c(C(=O)N3CCOCC3)cnc3ccccc23)cc1Cl
70	CSCCn1c(=NC(=O)C2=COCCO2)sc2cc(C)c(C)cc21

Individual results from the list:
Under RMI-FANCM inh, CCCc1c(O)ccc2c(=O)cc(C(=O)OC)sc12 is listed with 36
Under RMI-FANCM inh, COC(=O)c1ccc(Nc2c(C#N)cnc3ccc(C)cc23)cc1 is listed with 58
Under RMI-FANCM inh, O=C(O)c1ccc(-c2nc3ccc(-c4ccc5nc(-c6ccc(C(=O)O)cc6)[nH]c5c4)cc3[nH]2)cc1 is listed with 60
Under RMI-FANCM inh, COc1ccc(N2CCN(CC(O)COc3ccc(C45CC6CC(CC(C6)C4)C5)cc3)CC2)cc1 (stereo unspecified) is listed with 63

Later entries
RMI-FANCM inh	SMILES
64	COc1ccc(Cl)cc1S(=O)(=O)Nc1ccc2c(c1)OCC(C)(C)C(=O)N2
62	Cc1nnc(C2CCCN(S(=O)(=O)c3ccc(F)cc3)C2)s1 (stereo unspecified)
55	Cc1nc2ccccc2c(=O)n1-c1cccc(NC(=O)c2cc3ccccc3oc2=O)c1
65	CCn1ccc(C(=O)N=c2sc3cc(C)c(C)cc3n2CCOC)n1
14*	COC(=O)c1c(NC(=O)CC2S/C(=N\N=C/c3ccc([N+](=O)[O-])cc3)NC2=O)sc2c1CCCC2 (stereo unspecified)
57	C=CCN1C(=O)C(CC(=O)Nc2ccc(Cl)cc2)SC1=Nc1nccs1 (stereo unspecified)
68	COc1ccccc1NC(=O)C(=O)NCCC(C)C
61	CCOc1ccc(CC(=O)Oc2cc(C)[nH]c(=O)c2[N+](=O)[O-])cc1
63	CC(C)OC(=O)C(=O)Nc1ccccc1
59	O=C(NC(CO)CCO)c1ccccc1 (stereo unspecified)
71	CCOC(=O)c1cc([N+](=O)[O-])sc1NC(=O)/C=C/c1ccc2c(c1)OCO2
66	CSc1ccc(NC(=O)c2ccccc2F)nn1
75	Cc1cc(C(=O)CCl)c(C)n1-c1ccc(F)c(Cl)c1
69	C/C=C\C(=O)NCCn1ncc2c(=O)n(Cc3cccc(C)c3)cnc21
53	COc1ccc2c(c1)c(CC(=O)N1CCOCC1)c(C)n2C(=O)c1ccc(Cl)cc1
63	COc1ccc(-n2nnc(C(=O)OCc3cccc(F)c3)c2C)cc1Cl
68	O=S(=O)(NCc1ccc(-c2csnn2)cc1)c1ccc(F)c(Cl)c1
60	O=C(COc1ccc(Cl)cc1Cl)Nc1ccc2c(c1)CCC(=O)N2
57	CS(=O)(=O)N1CCCc2ccc(NC(=O)c3ccco3)cc21
51	O=C(NCC(c1cccs1)N1CCOCC1)c1cccs1 (stereo unspecified)
55	Fc1ccccc1CSc1nc2ccccc2[nH]1
75	Cn1cc(S(=O)(=O)NC2CCCCC2)c(=O)n(C)c1=O
61	Cc1ccc(OCC(=O)n2nc(C)c(Sc3ccc(Cl)cc3)c2C)c(C)c1
65	CCCCCCCCCCCCC[N+](C)(C)Cc1ccccc1

Some of these compounds in order of molar mass, ascending:
RMI-FANCM inh	SMILES
66&54&62	CCC1(C)CC(=O)NC1=O (stereo unspecified)
68	COc1ccccc1NC(=O)C(=O)NCCC(C)C
57	CCOC(=O)c1ccc2nc(N=CNO)sc2c1
55	O=C(C(Cc1ccc([N+](=O)[O-])cc1)N1C(=O)c2ccccc2C1=O)N1CCOCC1 (stereo unspecified)
62	COc1cc(NC(=O)C2Nc3cc(F)ccc3S(=O)(=O)N2)cc(OC)c1OC (stereo unspecified)
57	O=C(CSc1cn(CC(=O)N2CCCCCC2)c2ccccc12)NCc1ccc2c(c1)OCO2

The listing continues.
RMI-FANCM inh	SMILES
62	COc1ccc(C)cc1NC(=O)CS(=O)(=O)c1ccc(Cl)s1
62	COc1ccc(Cl)cc1NC(=O)N1CCCC(c2nnc(Cc3ccc(F)cc3)o2)C1 (stereo unspecified)
71	COCCN1CCC(CNS(=O)(=O)c2ccc(F)c(Cl)c2)CC1
71	CCCc1nnc(NC(=O)CSc2ccc(NC(=O)c3ccco3)nn2)s1
77	CCOc1ccc(C)cc1S(=O)(=O)Nc1ccc2c(c1)N(C(=O)C(C)(C)C)CC2
77	COc1ccc(N=Cc2ccc[nH]2)cc1
66	Cc1ccc(-c2cc3c(=O)n(Cc4ccccc4)ccn3n2)cc1
50&56	CN1CCc2cccc3c2C1Cc1ccc(O)c(O)c1-3 (stereo unspecified)
69	O=C(NCc1ccccc1Cl)c1nnc(-c2ccccc2)o1
81	O=c1ccc(-c2ccc3c(c2)OCO3)nn1Cc1nc(-c2ccc(F)cc2)no1
66	COC(=O)c1ccc(NC(=O)Cc2csc(Nc3ccccc3)n2)cc1
72	CN(C)c1ccc(CCNC(=O)C(=O)NCc2ccccc2)cc1
54	Cc1nccc(-c2cccc(NC(=O)Nc3ccccc3)c2)n1
136	O=C(Nc1cccc(-c2ccc3nncn3n2)c1)c1cccc(Br)c1
65	COC(=O)CSc1nnc(C)c2cnn(-c3ccc(C)c(C)c3)c12
66	COCC(=O)Nc1cc(-c2cccs2)nn1-c1nc(C)c(C)c(=O)[nH]1
53	O=C(O)C1CC(=O)N(Cc2ccco2)C1 (stereo unspecified)
68	Cc1c(C(=O)Nc2c(N)nc(SCC(=O)NCC3CCCO3)[nH]c2=O)cccc1[N+](=O)[O-] (stereo unspecified)
55	CCOc1ccc2c(c1)n(CN1CCCCC1)c(=S)n2CN1CCCCC1
67	O=C1/C(=C/c2ccccn2)SC(=S)N1N1CCOCC1
60	Cc1cc(C)cc(C(=O)NCCn2cc(SCc3c(F)cccc3Cl)c3ccccc32)c1
60	CCC(=O)Nc1ccc(SCc2ccc(C(=O)OC)o2)nn1
72	CC(C)C(=O)Nc1ccc(C(=O)NCCNS(=O)(=O)c2ccc3c(c2)OCCO3)cc1
60	O=c1onc(-c2cccc(Cl)c2)n1-c1ccccc1
71	Cc1cc(C)c(S(=O)(=O)NCCCn2ccnc2)c(C)c1
73	CCOC(=O)c1c(N=Nc2c(O)[nH]c(=O)[nH]c2=O)sc(C(=O)OC)c1C
64	Cc1ccn2cc(-c3ccc(NS(=O)(=O)c4ccc5cccc6c5c4CC6)cc3)nc2n1
57	Cc1cc(C)nc(SCc2nnc(SC/C=C/c3ccccc3)n2C)n1
49	CN=c1nc(-c2ccccc2)n(-c2ccccc2)s1
57	O=S(=O)(OC(Cc1ccccc1)C(F)(F)F)c1cc(Cl)c(Cl)s1 (stereo unspecified)
57	O=C(O)CS(=O)(=O)c1ccc(F)cc1
63	CCOCCCN1COc2ccc3c(=O)c(-c4ccc(Cl)cc4)coc3c2C1

Records above that bear a hit mark in RMI-FANCM inh:
RMI-FANCM inh	SMILES
14*	COC(=O)c1c(NC(=O)CC2S/C(=N\N=C/c3ccc([N+](=O)[O-])cc3)NC2=O)sc2c1CCCC2 (stereo unspecified)

Following part
RMI-FANCM inh	SMILES
65	CCOC(=O)c1c(NC(=O)C2CCCCN2S(C)(=O)=O)sc(C)c1C (stereo unspecified)
85	Cc1ccc2c(c1)N(C(=O)Cn1nc3ccc(SCc4ccc(Cl)cc4)nn3c1=O)CCO2
62	COc1ccc(NC(=O)c2cc(=O)c(OC)cn2C)cc1
59	O=C(Nc1nc(-c2cc(Cl)ccc2Cl)cs1)c1ccno1
